EPAC1 antagonist: EPAC1 (human) antagonism. O95398. EPAC1 GEF assay, Rap1b-BODIPY-GDP exchange fluorescence. Potency, µM (top dose mostly 115 µM), inactives show at the top dose activity change, negative = inhibition, hits mostly inhibitors. 360,000 compounds, 0.14% hits;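 further: potency means the concentration at half of the fitted maximal effect; plate controls were vehicle for no effect and positive control for full effect; nearly all actives have a fitted effect of over 50% in size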
CCT chaperon mod: cytosolic chaperonin activity modulation. purified chaperonin ATPase assay, HTRF ADP detection, 30 min. activity change, % (no concentration beside the values), hits read low. 360,000 compounds, 0.3% hits. AID 651819; in the data active means activity change below about -30%; further: on the % scale 0 is the no-effect control and ±100 the full control effect
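We incubate TRiC, 40 or 20 nM final, with library compounds at 76 uM and 10 uM ATP for 30 min at 37 °C. ADP formed is detected with Transcreener HTRF reagents after 30 min at room temperature.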
MmCpn inh: M. maripaludis TRiC chaperonin inhibition; purified Mm-Cpn ATPase, ADP Transcreener TR-FRET; Potency, µM (titrated, usually from 76.9 µM), for inactives: at the top dose activity, negative = inhibition, hits mostly inhibitors; 330,000 compounds, 0.031% hits; further: potency means the concentration at half of the fitted maximal effect; on the % scale 0 is the no-effect control and ±100 the full control effect; nearly all actives have a fitted effect of over 80% in size
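ATP (10 uM final) was added to archaeal chaperonin (25 nM final) after 10 min exposure to test compound at 37°C; after 30 min further incubation, ADP was detected by competitive TR-FRET.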
PI5P4K alpha inh: blocks human PI5P4K alpha kinase activity; 330,000 compounds, 1.2% hits; P48426; PI5P4Kalpha enzyme, ADP-Glo luminescence, 60 min; stronger effect = lower value; max response, %; active means max response of -50% or lower; inconclusive means between -30% and -50%; inactive means -30% or higher; further: value at the top dose of about 77 µM; on the % scale 0 is the no-effect control and ±100 the full control effect
Target sequence (P48426 whole entry, looked up): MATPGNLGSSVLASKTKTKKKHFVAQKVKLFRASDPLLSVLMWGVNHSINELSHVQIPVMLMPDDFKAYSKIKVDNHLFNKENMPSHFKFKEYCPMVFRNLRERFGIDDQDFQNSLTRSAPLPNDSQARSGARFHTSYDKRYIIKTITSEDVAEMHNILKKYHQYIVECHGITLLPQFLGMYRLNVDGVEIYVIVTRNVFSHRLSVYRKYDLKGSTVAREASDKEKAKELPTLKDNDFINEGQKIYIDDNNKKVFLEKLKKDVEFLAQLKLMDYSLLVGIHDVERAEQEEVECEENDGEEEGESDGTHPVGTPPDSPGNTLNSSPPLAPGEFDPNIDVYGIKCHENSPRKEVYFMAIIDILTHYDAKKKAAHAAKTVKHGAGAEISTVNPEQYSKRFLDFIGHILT
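ADP-Glo luminescence end-point after a 60 min room-temperature kinase reaction. PI5P4Kalpha and substrate in HEPES pH 7.4 buffer with EGTA, 0.1% CHAPS and 5% DMSO; ATP at 5 microM final.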
WRN helicase inh: blocks human WRN helicase; AID 651768; WRN helicase unwinding, fluorescent forked duplex, kinetic; 360,000 compounds, 0.46% hits; Q14191; Potency, µM (top dose mostly 114 µM), inactives show at the top dose activity change, negative = inhibition, hits mostly inhibitors; further: potency means the concentration at half of the fitted maximal effect; on the % scale 0 is the no-effect control and ±100 the full control effect; nearly all actives have a fitted effect of over 55% in size
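Screening of the MLSMR collection measured strand separation of a quenched forked DNA duplex (100 nM) by 20 nM WRN with 2 mM ATP, all final. Compounds were preincubated with enzyme 15 min at room temperature.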
EPAC2 antag: antagonists of human EPAC2. EPAC2 GEF exchange of Rap1B-BODIPY-GDP, fluorescence. Potency, µM (doses to about 114 µM), without a hit: at the top dose activity, negative = inhibition, usual class: inhibitors. 360,000 compounds, 0.18% hits. AID 720708; further: potency means the concentration at half of the fitted maximal effect; on the % scale 0 is the no-effect control and ±100 the full control effect; nearly all actives have a fitted effect of over 45% in size; many of its hits are not listed in these tables
EPAC1 ag: EPAC1 (human) agonism; 360,000 compounds, 0.073% hits; O95398; AID 720707; EPAC1 agonist qHTS, biochemical assay; response scale: 100% = response to 6.5 mM cAMP; Potency, µM (series often up to 154 µM), for inactives: at the top dose activation, actives largely listed as activators; further: potency means the concentration at half of the fitted maximal effect; nearly all actives have a fitted effect of over 60% in size
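Multi-concentration qHTS readout: loss of Rap1B-bound BODIPY-GDP fluorescence driven by 100 nM EPAC1 with excess GDP (50 uM), monitored kinetically at room temperature; agonist response expressed relative to 6.5 mM cAMP.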
PLK1 PBD block: inhibitors of human PLK1 polo-box domain binding. P53350. Plk1 PBD binding of FITC phosphopeptide, fluorescence polarization. Potency, µM, for the others: max response, negative = inhibition, usual class: inhibitors. 360,000 compounds, 2.8% hits; further: potency means the concentration at half of the fitted maximal effect; series mostly up to about 57 µM; on the % scale 0 is the no-effect control and ±100 the full control effect; nearly all actives have a fitted effect of over 65% in size
Target sequence (P53350 whole entry, looked up, the tested form may be a part): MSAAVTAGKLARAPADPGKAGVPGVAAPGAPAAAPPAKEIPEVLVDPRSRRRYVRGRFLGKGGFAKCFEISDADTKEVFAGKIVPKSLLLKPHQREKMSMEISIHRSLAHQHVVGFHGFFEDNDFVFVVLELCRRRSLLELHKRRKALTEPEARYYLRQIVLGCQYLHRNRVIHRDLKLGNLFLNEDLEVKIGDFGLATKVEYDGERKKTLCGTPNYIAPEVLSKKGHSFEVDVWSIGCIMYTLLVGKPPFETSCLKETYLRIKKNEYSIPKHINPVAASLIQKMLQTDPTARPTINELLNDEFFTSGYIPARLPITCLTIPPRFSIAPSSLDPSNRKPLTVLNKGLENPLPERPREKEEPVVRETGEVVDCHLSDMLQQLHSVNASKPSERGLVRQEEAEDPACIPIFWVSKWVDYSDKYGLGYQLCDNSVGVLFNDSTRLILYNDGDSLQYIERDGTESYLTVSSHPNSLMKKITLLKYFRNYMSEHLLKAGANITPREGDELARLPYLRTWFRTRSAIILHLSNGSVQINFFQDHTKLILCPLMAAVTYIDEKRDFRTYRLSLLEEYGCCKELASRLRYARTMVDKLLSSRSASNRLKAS
* hit, by the source's call; ? = inconclusive; nt = not tested or not shown; & = joins results of further samples; [ ] = another dose, or the depositor's remark. Unless noted, the call rests on the fitted dose curve; in most records, active means well fitted curve in the direction sought with a large enough effect; inconclusive means small, poorly fitted or top-dose-only effect, or another doubt; inactive means no such curve, though single readings can be large; an effect the other way counts as inactive or inconclusive. Some of the compounds tested (hit frequency here may not be typical).

SMILES	EPAC1 antagonist	CCT chaperon mod	MmCpn inh	PI5P4K alpha inh	WRN helicase inh	EPAC2 antag	EPAC1 ag	PLK1 PBD block
Cc1ccc(N(C(=O)c2ccccn2)C2(C(=O)NC3CCCC3)CCCCC2)cc1	12.9%	-0.4	-0.8%	nt	9.0%	3.2%	7.5%	-4.2%
COc1ccccc1-n1cnc(N)c1C(C)=O	-5.6%	-0.9	-2.1%	-11.5	0.9%	-3.8%	3.6%	-7.7%
CC1(C(=O)NS(=O)(=O)c2ccccc2Cl)CCN1C(=O)C1(c2ccccc2)CC1 (centres undefined)	-10.3%	-0.4	nt	-2.0	-1.8%	-22.5%	-0.9%	1.9%
CCn1c(SCC(=O)NCc2ccccc2)nnc1C(CO)NC(=O)c1ccccc1 (centres undefined)	1.1%	-3.5	-1.0%	-8.9	0.2%	-0.3%	-1.8%	-7.1%
COCc1nnc(NC(=O)CCS(=O)(=O)c2ccccc2)s1	-0.8%	-1.1	?	-7.4	-23.4%	4.7%	5.2%	?
O=C(c1ccc(-c2ccccc2)cc1)N1CCN(C(=O)c2ccco2)CC1	0.1%	-2.0	0.4%	1.5	6.2%	9.1%	0.5%	-1.6%
CC(=O)OC(C(=O)NC1CCCCC1)c1ccc(C)cc1 (centres undefined)	2.5%	1.6	0.2%	-0.2	-4.6%	-1.9%	3.3%	-17.0%
O=C(COc1coc(CN2CCc3ccccc3C2)cc1=O)Nc1ccc(F)cc1	-26.8%	-2.7	-0.3%	6.8	-10.5%	13.0%	-8.2%	-6.5%
O=C(NCc1ccco1)c1ccccc1NS(=O)(=O)c1ccc2c(c1)OCCO2	-2.5%	-3.8	nt	-14.3	-12.6%	-5.4%	8.1%	-9.4%
Cc1cccc(OCC(=O)NCCN2CCOCC2)c1	0.0%	-4.9	nt	nt	0.6%	6.1%	2.2%	?
O=C(CCC(=O)N1CCN(S(=O)(=O)c2ccc3ccccc3c2)CC1)Nc1cc(Cl)cc(Cl)c1	0.5%	0.3	-4.1%	0.1	-3.0%	8.5%	-6.8%	1.0%
Cc1ccc(Cn2ncc3c(N4CCN(CCc5ccccc5)CC4)ncnc32)cc1	2.8%	-3.2	-5.8%	-1.6	-23.5%	-8.8%	7.0%	-4.6%
S=C(c1ccccc1)N1CCCc2ccccc21	5.0%	0.6	0.7%	5.6	15.7%	-26.0%	8.6%	-7.5%
CSc1nc(SCC(=O)NCC2CCCO2)c2c3c(sc2n1)CN(C)CC3 (centres undefined)	0.7%	0.2	-1.7%	4.4	-23.3%[57.1 µM]	0.0%	6.5%	-20.2%
COc1ccc(C(=O)C=Cc2ccc(OCc3ccccc3)c(OC)c2)cc1OC	-5.4%	-0.9	nt	3.6	-3.1%	3.4%	6.9%	-8.7%
CC(=O)Nc1cccc(OCC(O)Cn2cnc3ccccc32)c1 (centres undefined)	11.5%	-0.2	1.6%	0.4	10.0%	11.5%	-0.9%	-5.1%
CCN(CCNC(=O)c1ccc(C#N)cc1)c1cccc(C)c1	-2.3%	-2.3	-1.2%	-4.3	-2.5%	-5.9%	0.9%	-6.5%
Cc1ccc(NC(=O)Cn2nnc(-c3ccccc3NC(=O)c3cccs3)n2)cc1	-2.8%	-1.0	-2.7%	-1.2	-1.5%	-2.1%	-4.2%	0.4%
COc1cccc(-c2nn(-c3ccccc3)cc2CN(C)C(C)c2ccon2)c1 (centres undefined)	-18.2%	-1.3	-3.4%	18.7	-10.2%	-10.7%	3.3%	-1.6%
CC(C)CC(=O)NC(=S)Nc1cccc(NC(=O)c2ccccc2)c1	-22.2%	1.6	1.8%	1.0	7.3%	-12.0%	-4.3%	-2.5%
CC(C)CNC(=O)C1(C)CCCCCN1Cc1ccccc1-c1ccccc1 (centres undefined)	-1.8%	-2.8	nt	1.0	-1.8%	?	-8.4%	-6.4%
NC(=O)c1cc2ccccc2o/c1=N\NC(=O)c1ccccc1O	-5.4%	-0.7	-0.3%	0.0	?	-7.8%	5.7%	-14.9%
CCCc1oc2c(c(=O)c1CC)C(=O)CC(C)(C)C2	4.4%	0.3	-1.1%	nt	8.2%	18.0%	-2.8%	-0.3%
Cc1c(C(=O)Nc2cc(S(=O)(=O)N3CCOCC3)ccc2N2CCOCC2)oc2ccccc12	-14.4%	-3.1	0.8%	-10.4	1.2%	1.9%	6.7%	-3.0%
Cc1ccc(C(=O)OCC(=O)NCc2cccs2)cc1S(=O)(=O)N1CCOCC1	-14.3%	-3.3	3.4%	-4.6	-2.6%	-10.4%	7.9%	-5.0%
COCCn1nnnc1C(c1cc2cc(C)ccc2[nH]c1=O)N1CCCCCC1 (centres undefined)	-23.6%	-1.6	-2.0%	nt	-8.4%	-2.3%	3.5%	-18.3%
O=C(CSc1nnc(-c2ccccn2)o1)Nc1ccccc1	12.3%	0.2	-1.3%	-15.6	-4.8%	-4.3%	-3.8%	?
Cc1nc(C(=O)NNC(=O)c2ccc(Cl)cc2)c(C(F)(F)F)o1	6.8%	-1.1	-4.0%	-8.9	7.3%	1.7%	1.3%	-5.4%
COc1ccc(CCNCCC(=O)Nc2c(C)cc(C)cc2C)cc1OC	-4.7%	-0.6	1.4%	0.4	-9.7%	2.4%	5.2%	-11.2%
CCCS(=O)(=O)c1nc(S(=O)(=O)c2ccc(C)cc2)c(N2CCc3ccccc3C2)s1	1.1%	0.2	-13.1%	1.9	-3.1%	3.0%	7.6%	-3.6%
CC(C)[C@H](NC(N)=O)C(=O)Nc1cccc([N+](=O)[O-])c1	1.7%	1.7	1.1%	-12.8	5.5%	18.3%	-0.5%	-19.8%
COc1ccc(C(=O)NCCNc2ccc([N+](=O)[O-])cc2)cc1OC	-4.8%	-1.5	-9.5%	-2.9	-25.0%	9.0%	-3.0%	-10.8%
COc1cc(CC(=O)OCC(=O)Nc2ccccc2C#N)cc(OC)c1OC	-0.2%	-3.2	0.6%	-0.4	-0.3%	3.7%	2.4%	-4.4%
Cc1cccc(-c2nc(CSCC(=O)N3CCN(Cc4ccc5c(c4)OCO5)CC3)c(C)o2)c1	11.3%	-3.7	0.2%	-0.2	0.0%	-2.0%	2.7%	-1.1%
COCCCNC(=O)c1c(N)n(-c2cccc(S(N)(=O)=O)c2)c2nc3ccccc3nc12	?	-3.6	-1.3%	4.8	-9.2%	0.0%	0.0%	-7.7%
O=C(CC[C@H]1O[C@@H](n2cnc3c(NC(=O)c4ccccc4)ncnc32)[C@H](O)[C@@H]1O)NCc1nc2ccccc2[nH]1	6.6%	-2.6	nt	-0.8	3.5%	8.8%	-3.7%	-1.0%
C(#Cc1ccccc1)C[N+]1(CC#Cc2ccccc2)CCCC1	4.7%	-4.5	-1.8%	-6.2	1.2%	1.5%	0.6%	-7.2%
CCOC(=O)C(=CNc1ccc(C(F)(F)F)cc1)C(=O)OCC	0.3%	1.2	3.2%	0.6	-19.6%	-6.6%	-5.3%	-2.2%
O=c1c2ccccc2nc(SCc2ccccc2F)n1C1CCCC1	-17.7%	-0.1	-0.7%	11.8	-10.6%	-21.8%	-2.9%	-6.6%
CN(C)c1cccc2cccc(N(C)C)c12	-8.5%	0.2	-3.0%	1.1	0.6%	-6.9%	0.2%	-10.1%
Nn1c(SCC(=O)NCc2ccc3c(c2)OCO3)nnc1C1CC1	7.4%	-2.8	0.3%	-11.6	0.1%	-3.8%	-8.5%	-2.9%
COc1ccc(NC(=O)Nc2cccnc2)cc1	-14.0%	2.3	-0.5%	-11.2	5.0%	15.9%	-4.9%	1.1%
CCOC(=O)CNS(=O)(=O)c1ccc(C)cc1	-0.8%	2.1	0.6%	-5.5	6.5%	10.6%	10.0%	7.8%
Cc1ccc(S(=O)(=O)C2(C(=O)O)CCCC2)cc1C	-2.2%	1.8	0.6%	nt	-3.8%	4.0%	3.5%	-3.4%
CCCCn1c(N)c(N(CC(C)C)C(=O)c2cccc(S(=O)(=O)N(C)c3ccccc3)c2)c(=O)[nH]c1=O	-18.6%	-0.9	-1.3%	-2.1	-7.4%	3.6%	-16.1%	1.7%
Cc1sc(N)nc1-c1ccc2c(c1)OCCO2	-28.3%	-1.4	0.1%	1.6	5.8%	-0.6%	0.1%	?
O=C(Cc1ccc(Br)cc1)Nc1ccc(S(=O)(=O)NCC2CCCO2)cc1 (centres undefined)	?	-0.3	-1.9%	?	-31.4%	-13.3%	5.0%	23.8µM*
CC(=O)c1sc(N)nc1C	20.3%&-3.0%	-3.9&-4.1	2.8%	-0.4&1.0	9.0%&-0.4%	2.4%&0.9%	11.1%&2.8%	-12.6%&-14.0%

Arranged by number of heavy atoms (ascending): part of the list above
SMILES	EPAC1 antagonist	CCT chaperon mod	MmCpn inh	PI5P4K alpha inh	WRN helicase inh	EPAC2 antag	EPAC1 ag	PLK1 PBD block
CCOC(=O)CNS(=O)(=O)c1ccc(C)cc1	-0.8%	2.1	0.6%	-5.5	6.5%	10.6%	10.0%	7.8%
Nn1c(SCC(=O)NCc2ccc3c(c2)OCO3)nnc1C1CC1	7.4%	-2.8	0.3%	-11.6	0.1%	-3.8%	-8.5%	-2.9%
O=C(Cc1ccc(Br)cc1)Nc1ccc(S(=O)(=O)NCC2CCCO2)cc1 (centres undefined)	?	-0.3	-1.9%	?	-31.4%	-13.3%	5.0%	23.8µM*

Additional structures:
SMILES	EPAC1 antagonist	CCT chaperon mod	MmCpn inh	PI5P4K alpha inh	WRN helicase inh	EPAC2 antag	EPAC1 ag	PLK1 PBD block
COc1ccc(S(=O)(=O)N2CCN(S(=O)(=O)c3ccc(C(F)(F)F)cc3)CC2)cc1C	-12.8%	2.7	0.7%	0.4	-3.7%	-2.2%	4.1%	-10.5%
CCOC(=O)Cn1cnc2scc(-c3ccc(C)cc3)c2c1=O	?	-0.8	-0.8%	-6.7	10.8%	-0.5%	7.0%	-21.5%
O=C(c1ccc(N2CCN(CCO)CC2)nc1)N1CCOCC1	2.3%	0.0	0.8%	-7.4	2.0%	6.2%	-12.6%	-16.3%
Cc1ccccc1CCNC(=O)C1CCC(=O)N(CCc2cccc(F)c2)C1 (centres undefined)	-13.5%	1.5	0.3%	-3.7	2.2%	0.4%	6.5%	29.9µM*
CCN1CCc2nc(SCC(=O)Nc3ccc(OC)cc3)c(C#N)cc2C1	4.4%	1.7	-0.5%	-8.7	-4.9%	7.6%	-4.2%	-20.5%
Cc1ccc(-n2c(=O)c3sccc3n(CC(=O)NCc3ccco3)c2=O)cc1	-6.7%	-6.3	-5.5%	nt	-13.1%	2.8%	6.4%	-5.8%
Cc1ccc(C2C(C#N)=C(N)SC(N)=C2C#N)cc1	6.3%	-2.8	-17.5%	-85.0*	-29.1%	21.3%	13.8%	33.3%[activator]
COc1cccc(CN2CCCC(C(=O)N3CCCCC3)C2)c1OC (centres undefined)	9.5%	0.1	0.2%	-4.1	16.2%	7.7%	7.2%	-12.0%
